Screens deposited in PubChem by National Center for Advancing Translational Sciences (NCATS).
PI5P4Ka inh: blocks human PI5P4K alpha kinase activity | P48426 | PI5P4Kalpha enzyme, ADP-Glo luminescence, 60 min; active compounds read low | max response, % | actives 1.2% (n = 330,000); active = max response of -50% or lower; inconclusive = between -30% and -50%; inactive = -30% or higher; note: value at the top dose of about 77 µM; % is set by controls: 0 for no effect and ±100 for the full control effect
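PI5P4Kalpha ADP-Glo assay; 5 microM ATP final; 60 min RT reaction; HEPES pH 7.4/EGTA/CHAPS, 5% DMSO; controls lacking substrate or enzyme; luminescent end-point.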
IL-2 act: activators of IL-2; IL-2 activation reporter assay, cell-based qHTS; stimulated with anti-CD3/CD4/CD28 beads; in transgenic mouse T cells; activation, % (series mostly up to about 46 µM); actives 0.065% (n = 360,000); AID 652025; in the data active = activation above about 50%; inconclusive = mostly about 30% to 49%; note: 0% is about no effect
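EGFP and DsRed fluorescence is measured by plate cytometry in unstimulated transgenic mouse T cells exposed to compound for 60 minutes, then stimulated 18 hours at 37 degrees C with anti-CD3/anti-CD4 beads plus anti-CD28.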
GLP1R ag: agonists of human GLP-1 receptor | Potency, µM (series often up to 45.6 µM), without a hit: at the top dose activation, usual class: activators | actives 0.007% (n = 380,000) | P43220 | HEK293 GLP-1R CRE-luciferase, luminescence, 4-6 h; cells express a hypersensitive GLP-1R form; note: potency is the fitted concentration of half-maximal effect; % of control where 0% means no effect
GLP1R cytotox: cytotoxic in the GLP-1 receptor inverse agonist counter-screen; HEK293 cAMP-luciferase reporter cells, luminescence, 24 h; Potency, µM (titrated, usually from 38.3 µM), inactives show top-dose activity change, negative = inhibition, actives largely listed as inhibitors; actives 0.13% (n = 410,000);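 note: loss of luciferase light is scored as toxicity; potency is the fitted concentration of half-maximal effect; % is set by controls: 0 for no effect and ±100 for the full control effect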
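Seeding density was 200 cells/uL; after overnight-length (12 h) culture, 23 nL compounds went on for 24 h at 37 °C. Readout used a luciferase detection reagent, luminescence taken after 12 min at room temperature.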
GLP-1R inv ag: GLP-1 receptor (human) inverse agonism; Potency, µM (top dose mostly 38.3 µM), without a hit: at the highest dose activity change, negative = inhibition, hits mostly inhibitors; HEK293 GLP-1R CRE-luciferase, luminescence, 24 h; GLP-1R form is constitutively active; actives 1.6% (n = 410,000); note: potency is the fitted concentration of half-maximal effect; % is set by controls: 0 for no effect and ±100 for the full control effect; nearly all actives have a fitted effect of over 55% in size
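Inverse agonism was detected as reduced cAMP-driven luciferase luminescence after 24 h compound treatment. The cells were HEK293 clones expressing constitutively active human GLP-1R with the reporter. Reporter-only and GPR119 cell lines served as counterscreen controls.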
WRN inhibitor: blocks human WRN helicase. WRN helicase unwinding, fluorescent forked duplex, kinetic. Potency, µM (doses to about 114 µM), inactives show at the highest dose activity change, negative = inhibition, usual class: inhibitors. actives 0.46% (n = 360,000); note: potency is the fitted concentration of half-maximal effect; % is set by controls: 0 for no effect and ±100 for the full control effect; nearly all actives have a fitted effect of over 55% in size
Target sequence (Q14191 whole entry, looked up): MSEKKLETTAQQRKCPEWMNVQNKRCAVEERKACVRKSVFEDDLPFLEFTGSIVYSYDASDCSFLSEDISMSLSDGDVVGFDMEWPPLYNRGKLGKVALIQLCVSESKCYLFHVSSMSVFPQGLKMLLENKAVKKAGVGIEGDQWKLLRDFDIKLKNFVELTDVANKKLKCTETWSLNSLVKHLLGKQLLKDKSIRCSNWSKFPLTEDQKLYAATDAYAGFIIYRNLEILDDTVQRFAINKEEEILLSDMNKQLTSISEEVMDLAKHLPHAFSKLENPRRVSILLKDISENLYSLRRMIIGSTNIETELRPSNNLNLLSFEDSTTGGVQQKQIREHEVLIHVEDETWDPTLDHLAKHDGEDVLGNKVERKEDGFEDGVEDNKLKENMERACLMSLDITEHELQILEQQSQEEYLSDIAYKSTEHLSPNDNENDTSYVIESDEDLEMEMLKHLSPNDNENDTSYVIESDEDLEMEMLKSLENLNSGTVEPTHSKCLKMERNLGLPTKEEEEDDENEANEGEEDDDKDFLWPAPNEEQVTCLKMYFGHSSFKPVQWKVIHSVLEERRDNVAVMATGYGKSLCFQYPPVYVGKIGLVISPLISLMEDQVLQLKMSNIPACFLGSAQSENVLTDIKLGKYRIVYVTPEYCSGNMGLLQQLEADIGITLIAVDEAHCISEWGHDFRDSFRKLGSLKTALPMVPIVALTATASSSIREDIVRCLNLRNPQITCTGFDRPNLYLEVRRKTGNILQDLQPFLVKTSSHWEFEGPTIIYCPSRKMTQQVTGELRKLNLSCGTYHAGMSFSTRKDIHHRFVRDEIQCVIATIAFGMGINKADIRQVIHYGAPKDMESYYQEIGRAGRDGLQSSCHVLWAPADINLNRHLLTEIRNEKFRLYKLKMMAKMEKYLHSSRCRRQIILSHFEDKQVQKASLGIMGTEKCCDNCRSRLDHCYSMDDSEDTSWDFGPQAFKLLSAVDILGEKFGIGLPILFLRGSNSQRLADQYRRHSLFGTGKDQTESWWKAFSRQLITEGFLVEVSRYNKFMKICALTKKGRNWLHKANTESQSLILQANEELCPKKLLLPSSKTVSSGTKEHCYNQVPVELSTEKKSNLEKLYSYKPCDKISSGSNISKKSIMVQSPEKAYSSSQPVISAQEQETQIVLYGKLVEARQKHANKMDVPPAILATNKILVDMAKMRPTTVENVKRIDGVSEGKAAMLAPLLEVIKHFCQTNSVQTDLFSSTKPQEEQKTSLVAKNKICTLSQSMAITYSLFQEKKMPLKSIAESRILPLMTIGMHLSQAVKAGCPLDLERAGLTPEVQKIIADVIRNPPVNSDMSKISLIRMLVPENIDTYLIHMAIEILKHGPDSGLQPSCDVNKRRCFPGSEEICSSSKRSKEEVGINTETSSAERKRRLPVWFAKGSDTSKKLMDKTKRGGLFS
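Kinetic red-fluorescence monitoring (525/598 nm) tracks WRN helicase activity after 100 nM fluorophore-quencher forked duplex and 2 mM ATP are added to 20 nM enzyme pretreated 15 min at room temperature with compound.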
DRD3 antagonist: antagonists of human D3 dopamine receptor; D3R cells, DiscoveRx beta-arrestin luminescence, antagonist mode; active compounds read low; actives 2.5% (n = 360,000); max response, negative = inhibition, %; P35462; in the data active = max response below about -50%; inconclusive = no clear call, values can overlap the other calls; note: % is set by controls: 0 for no effect and ±100 for the full control effect; mostly tested at two doses, the higher about 12 µM
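Cells expressing the human receptor were seeded at 1500 cells/well, incubated overnight at 37 degrees C in 5% CO2, then exposed to library compounds with dopamine controls for 90 minutes at 37 degrees C before luminescent detection.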
PLK1 PBD block: blocks phosphopeptide binding to human PLK1 polo-box domain. AID 720504. Potency, µM, inactives show max response, negative = inhibition, hits mostly inhibitors. actives 2.8% (n = 360,000). Plk1 PBD binding of FITC phosphopeptide, fluorescence polarization; note: potency is the fitted concentration of half-maximal effect; series mostly up to about 57 µM; % is set by controls: 0 for no effect and ±100 for the full control effect; nearly all actives have a fitted effect of over 65% in size
DRD3 agonist: agonists of human D3 dopamine receptor | D3R DiscoveRx beta-arrestin cells, luminescence, 90 min | P35462 | actives 0.58% (n = 410,000) | max activation, % | AID 652048; in the data active = max activation above about 30%; note: 0% is about no effect; mostly tested at two doses, the higher about 12 µM
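Cells at 1500/well, incubated overnight, then treated with pinned compounds (dopamine as control) for 90 min at 37 degrees C. DiscoveRx reagent added for 30 - 60 minutes at room temperature; luminescence read.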
The depositor's hits bear a star; ? = inconclusive; nt = no result given; & = joins results of further samples; [ ] = remark or other dose. Unless noted, calls come from the whole dose curve; as a rule, active = well fitted curve in the direction sought with a large enough effect; inconclusive = small, poorly fitted or top-dose-only effect, or another doubt; inactive = no such curve, though single readings can be large; an effect the other way counts as inactive or inconclusive.

Screens in order: DRD3 agonist, IL-2 act, DRD3 antagonist, GLP1R cytotox, PI5P4Ka inh, GLP-1R inv ag, WRN inhibitor, PLK1 PBD block, GLP1R ag
CC1(C)Cc2ccccc2C2=C(C(=O)N3CCCCCC3)C(=O)C(=O)N21
 : -1, -0.7, 13, -22%, 0, -22%, 0%, ?, -3%
O=C1Nc2ccccc2/C1=N\c1sc2c(c1C(=O)Nc1ccccc1)CCCC2
 : 4, 3.3, 25, 4%, -29, 0%, -25%, ?, 7%
Cc1cccc(Cl)c1NC(=S)NN
 : -7, -1.7, -15, -13%, -8, -25%, -5%, 0%, 0%
COCCn1c(C)cc(C2=NNC(=NC(C)(C)C)SC2)c1C
 : -3, -4.1, -28, -15%, -15, -13%, -3%, ?, 19%
CC(OC(=O)Cc1ccccc1[N+](=O)[O-])C(=O)Nc1ccc(Cl)cn1 (centres undefined)
 : -10, -0.8, -3, 4%, -4, 6%, -1%, -12%, 6%
CCCCOn1c(C)c(C(=O)OCC)c2c3no[n+]([O-])c3ccc21
 : 4, 0.4, 24, -13%, nt, 5%, -7%, -3%, -1%
O=C(CN1CCN(c2ccc(F)cc2)CC1)Nc1nnc(-c2ccccc2)s1
 : -6, -0.6, 17, 79%[activator], 0, -3%, -12%, 0%, 3%
COc1ccc(CNC(=O)CCC(=O)N2CCN(C(C)=O)CC2)cc1
 : 4, -0.6, 2, -1%, 0, 15%, -2%[57.1 µM], 2%, 11%
O=c1sc2ccccc2c(N2CCOCC2)c1[N+](=O)[O-]
 : 2, 0.6, 8, -10%, -3, -18%, -4%, 5%, 1%
O=C(O)CCCn1cc(NC(=O)COc2ccccc2F)cn1
 : 5&2, 1.1, 9, -7%&29%, 4, 0%&1%, 4%, -6%, -1%
CC(C)CNC(=O)c1cnn2c(C(F)(F)F)cc(C(F)(F)F)nc12
 : 6, -1.9, -2, -4%, 3, -12%, -3%, 7%, 4%
NNC(=O)CSCc1ccc(Cl)cc1Cl
 : -1, 3.4, -1, 6%, 9, -14%, -26%[57.1 µM], -17%, 9%
CCOc1ccccc1C1NC(=O)NC(C)=C1C(=O)OCc1ccccc1 (centres undefined)
 : -1, -0.1, 130, -12%, -1, -26%, 0%, 0%, -6%
COc1ccc(/C=N/NC(=O)c2ccc3nc[nH]c3c2)c(OC)c1
 : -4, -0.4, -23, 6%, -7, 12%, -7%, -17%, -2%
COc1ccc(C(=O)NC(=S)Nc2ccc(S(=O)(=O)Nc3cc(OC)nc(OC)n3)cc2)cc1
 : -4, 0.8, -18, 3%, 1, 30%, -27%, -26%, 0%

Additional records:
Screens in order: DRD3 agonist, IL-2 act, DRD3 antagonist, GLP1R cytotox, PI5P4Ka inh, GLP-1R inv ag, WRN inhibitor, PLK1 PBD block, GLP1R ag
C=CCn1c(SCC(=O)c2ccccc2)nnc1-c1ccc2c(c1)OCO2
 : -2, -3.2, 30, -4%, -23, 0%, -53%, -23%, -7%
CC1CCN(CC(=O)Nc2ccc(S(=O)(=O)NC3CC3)cc2)CC1
 : -18, -0.1, -5, 6%, 0, 14%, 0%, 6%, 1%
Cn1c(=O)c2cc(NC(=O)Cc3cccc4ccccc34)ccc2n1-c1ccccc1
 : -12, 0.9, -7, ?, 2, ?, -8%, ?, 15%
N#C/C(=C\c1cn(-c2ccccc2)nc1-c1cc2ccccc2o1)c1nc2ccccc2[nH]1
 : 2, -0.3, 8, 38%[activator], 2, -9%, -3%, -4%, 5%
Cc1ccc(S(=O)(=O)O/N=C2/CCCc3occc32)cc1
 : -13, -0.6, -21, 34%, -14, 17%, 2%, -9%, 11%
C=CCN1C(=O)C(C)S/C1=N\S(=O)(=O)c1ccc(Cl)cc1 (centres undefined)
 : -5, 0.8, 4, 74%[activator], 2, 12%, -9%, -15%, 4%
CC(C)c1cc(C(F)(F)F)n2nc(C(=O)O)cc2n1
 : -15, 0.1, 23, 5%, nt, 1%, 9%, -6%, -14%
O=C(c1ccco1)N1CCN(c2ncnc3scc(-c4ccc(F)cc4)c23)CC1
 : 2, 1.2, 23, 10%, -1, -1%, -7%, -7%, 11%
CN(C)c1ccc(/C=N\S(=O)(=O)c2ccccc2)cc1
 : -6, 1.5, -17, 11%, -25, 1%, 13%, -19%, -10%
CN(C)S(=O)(=O)c1ccc(C(=O)N2CCN=C2SCc2ccccc2)cc1
 : 0, -0.3, 12, 2%, -6, 16%, 0%, 4%, -1%
Cc1onc(-c2c(Cl)cccc2Cl)c1NC(=O)NNc1ccccc1
 : -10, 0.1, -5, -11%, -5, -19%, 11%, -4%, -2%
CN(C)S(=O)(=O)c1cccc(NC(=S)N/N=C/c2ccc(O)c(O)c2O)c1
 : 27, 5.3, 11, -19%, -97*, 5%, 28µM*, 6µM*, -1%
COc1cc(/C=N/NC(=O)c2ccncc2)ccc1Oc1ccc([N+](=O)[O-])cn1
 : 13, 0.1, 4, -1%, -4, 3%, 4%, -1%, 6%
Cc1ccc(SCCN2CCN(CC(C)C)CCC2=O)cc1
 : -17, 0.0, 8, 5%, 5, -13%, 6%, -4%, 21%
CC1(C)CC(=O)C=C(c2cccc3c2oc2ccccc23)C1
 : 5, 0.3, 2, -2%, 6, ?, -6%, -2%, 17%

Following part
Screens in order: DRD3 agonist, IL-2 act, DRD3 antagonist, GLP1R cytotox, PI5P4Ka inh, GLP-1R inv ag, WRN inhibitor, PLK1 PBD block, GLP1R ag
NC(=O)C1CCN(C(=O)CCSc2ccc(Cl)cc2)CC1
 : -12, 0.5, 3, -11%, 2, -17%, -2%, 0%, -1%
CCOc1ccc(N(C)S(=O)(=O)c2csc(C(N)=O)c2)cc1
 : 17, -0.3, 7, 8%, 6, 4%, 6%, -3%, 8%
COc1ccc(C2C(C#N)=C(N)Oc3c2oc(CO)cc3=O)cc1 (centres undefined)
 : -6, -3.5, -4, 0%, 2, -5%, -1%, -9%, -7%
COc1ccc(C2NC(=O)N(C)C3=C2C(=O)N(c2cccc(Cl)c2)C3)cc1 (centres undefined)
 : 3, nt, nt, 2%, nt, 9%, nt, nt, 4%
COc1ccc(CCNC(=O)CCS(=O)(=O)c2ccc3c(c2)CCN3C(C)=O)cc1OC
 : -2, 0.1, -17, -8%, -8, -4%, 4%, -5%, 0%
CC(C)NC(=O)N(C)C[C@@H]1Oc2cc(Br)ccc2S(=O)(=O)N([C@@H](C)CO)C[C@H]1C
 : 0, -1.0, 18, -8%, 5, 14%, 1%, -8%, -6%
CC(C)n1c(N2CCN(CC(=O)NCc3cccs3)CC2)nc2ccccc21
 : 8, -2.3, 10, ?, 0, ?, -3%, -15%, -8%
O=C(NCCS(=O)(=O)NCc1ccc(F)cc1)c1ccccc1
 : -12, 0.5, -8, -1%, 2, -12%, 0%, -2%, -4%
C=CCn1c(SCC(=O)N2CCCC2)nc2cc(C(=O)NCC3CCCO3)ccc2c1=O (centres undefined)
 : 9, 0.8, 2, 7%, nt, -2%, -8%, -1%, 3%
c1cc2c(cc1CN1CCOCC1)OCO2
 : -28, -1.4, 0, -25%, nt, 5%, -12%, -7%, 10%
O=C1CSC(c2ccc([N+](=O)[O-])cc2)N1CCN1CCCCC1 (centres undefined)
 : -13, 5.3, -17, 15%, 10, 1%, 3%, -9%, 0%
CN(Cc1ccccc1)c1ncnc2onc(-c3ccc(F)cc3)c12
 : -5, nt, nt, 13%, nt, -9%, nt, nt, 20%
COc1ccc(NC(=O)C2Cc3c(-c4ccncc4)ccnc3O2)cc1OC (centres undefined)
 : 6, -0.2, 22, -2%, 4, 7%, 1%, -7%, -3%
Cc1ccccc1-c1cc(C(=O)NCc2ccc3c(c2)OCO3)n(CC2CC(c3cccnc3)=NO2)n1 (centres undefined)
 : -42, 0.4, 2, 2%, 6, 13%, -13%, -1%, 3%
O=C(NCc1ccccn1)c1ccc(=O)oc1
 : 0, -2.3, 0, 11%, 5, 47%[activator], -13%, 1%, 3%

(cont.)
Screens in order: DRD3 agonist, IL-2 act, DRD3 antagonist, GLP1R cytotox, PI5P4Ka inh, GLP-1R inv ag, WRN inhibitor, PLK1 PBD block, GLP1R ag
O=C(COC(=O)C12CC3CC(CC(Br)(C3)C1)C2)N1CCOCC1
 : 3, -3.0, -11, 6%, 5, 2%, 21%, -5%, 0%
COc1ccccc1CN(C)C(=O)C(c1ccccc1)c1ccccc1
 : -13, -3.6, -15, ?, 1, 13µM*, -7%, 1%, 3%
CCC(=O)Nc1cc(C(=O)OC(C(=O)c2ccc(C)c(C)c2)c2ccccc2)ccc1C (centres undefined)
 : -2, 2.9, -9, 0%, 4, 0%, -17%, -7%, 2%
N/C(Cc1ccc(Cl)cc1)=N\OC(=O)CCc1ccccc1
 : 1, -1.6, 0, 18%, 7, -13%, 1%, 4%, 13%
Cc1c(Cl)cnc(NC(=O)COC(=O)c2ccc([N+](=O)[O-])s2)c1Cl
 : 5, 0.1, -3, -11%, -79*, 32%, ?, ?, 4%
COc1cc(C2NC(=O)N(C)C3=C2C(=O)N(c2cccc(Cl)c2)C3)ccc1O (centres undefined)
 : 2, nt, nt, -2%, nt, 16%, nt, nt, -2%
O=c1c2c3nc4ccccc4nc3n(/N=C/c3ccco3)c2ncn1CCC1=CCCCC1
 : 21, -1.4, 23, -8%, nt, -1%, ?, -15%, 13%
Cc1cc(NS(=O)(=O)c2ccc(NC(=O)c3cccc(OC(F)F)c3)cc2)nc(C)n1
 : 10, 0.4, -13, -3%, 12, 0%, -2%, -16%, 5%
O=C(NCCCN1CCOCC1)c1cc(Cl)ccc1[N+](=O)[O-]
 : -10, -2.0, -29, -26%, 0, 18%, ?, -7%, 6%
C=CCN1C(=NC(=O)CCC(=O)O)SC2CS(=O)(=O)CC21 (centres undefined)
 : -14, -0.1, 0, 2%, 0, 12%, 3%, -6%, -8%

An excerpt of the results above, as a working copy:
Screens in order: DRD3 agonist, IL-2 act, DRD3 antagonist, GLP1R cytotox, PI5P4Ka inh, GLP-1R inv ag, WRN inhibitor, PLK1 PBD block, GLP1R ag
O=C(NCCCN1CCOCC1)c1cc(Cl)ccc1[N+](=O)[O-]
 : -10, -2.0, -29, -26%, 0, 18%, ?, -7%, 6%
C=CCN1C(=NC(=O)CCC(=O)O)SC2CS(=O)(=O)CC21 (centres undefined)
 : -14, -0.1, 0, 2%, 0, 12%, 3%, -6%, -8%
